# Source: PubChem BioAssay (National Center for Advancing Translational Sciences (NCATS))
# ERK EGF block – qHTS Assay for Inhibitors of the ERK Signaling Pathway using a Homogeneous Screening Assay; Stimulation with EGF; HEK293-V1b, EGF-stimulated phospho-ERK AlphaScreen; Potency, µM (doses to about 11.5 µM), inactives show at the top dose activity change, negative = inhibition, most hits filed as inhibitors; actives 0.41% (n = 130,000); AID 1454, 2008; active means well fitted inhibition curve with a large enough effect; inconclusive means small, poorly fitted or top-dose-only effect, or effect the other way;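 further: plate controls were stimulated vehicle wells for no effect and unstimulated vehicle basal for full effect; nearly all actives have a fitted effect of over 55% in size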
#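 Phospho-ERK1/2 measured by AlphaScreen (SureFire) after 5 min 25 nM EGF stimulation of V1b-expressing HEK293 cells preincubated 30 min at 37C with titrated compounds; data scaled to DMSO and EGF controls, Hill-fitted AC50.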
# * marks the source's active call; other numbers are inactive results; ? = inconclusive; & = joins results of further samples; [ ] = another dose, or the depositor's remark. Potency means the concentration at half of the fitted maximal effect.
SMILES,ERK EGF block
Cc1ccccc1Nc1nc(Cl)c(C=O)s1,-3.5%
Cc1ccc2nsnc2c1NC(=O)c1ccccc1[N+](=O)[O-],17.4%
O=C(NNCC(O)COc1ccccc1)c1ccccc1 (configuration not stated),9.6%
CCOc1ccc(NC(=O)c2ccc(NC(=O)c3cn4c5c(c(N6CCN(C)CC6)c(F)cc5c3=O)OCC4C)cc2)cc1 (configuration not stated),2.0%
Cc1cc(N)n(-c2ccc(C(=O)O)cc2)n1,3.1%
CN1C(C(=O)NCc2ccco2)CC2Cn3c(nc4cc(Cl)c(Cl)cc43)C21 (configuration not stated),-9.2%[57.5 µM]
CCOC(=O)c1nnn(-c2ccc([N+](=O)[O-])cc2)c1C,-1.3%
CCNC(=O)c1ccc(OCC(=O)Nc2ccc(F)cc2)c(OC)c1,-6.8%[57.5 µM]
CCCNC(=O)c1nn2cc(Br)cnc2c1Cl,0.0%
COCCn1c(C(=O)N(C)C)cc2c1C[C@H]1CN(C(=O)c3ccccc3)[C@@](Cc3ccc(F)cc3)(C(=O)OC)[C@@H]21,-13.2%
COc1cc(/C=C/C(=O)OCC(=O)NCC2CCCO2)ccc1OCC#N (configuration not stated),5.4%
O=C(CC(Nc1ccc(F)cc1)C(=O)OCC(=O)c1cccs1)c1ccccc1 (configuration not stated),6.1%
Clc1ccc(-c2nnc(C3CC3)o2)cc1,-6.2%[57.5 µM]
Cc1ccnc(NC(=O)CSc2ccccn2)c1,-8.6%[57.5 µM]
O=C(CSc1nnc(-c2ccncc2)n1-c1ccc(F)cc1)NNC(=O)c1cccc(O)c1,-0.8%
COCCNC(=O)CN1C(=O)COc2ccc(Cl)cc21,-7.7%
COc1ccccc1CN1CCC2(CC1)CCN(C(=O)c1csnn1)CC2,1.8%
O=C(c1cc2c(F)cccc2s1)N1CCCC1,-1.2%
Cc1csc2c(N3CCN(C(=O)Nc4ccc(OC(F)(F)F)cc4)CC3)ncnc12,?
CC1=C(C(=O)OCc2ccccc2)C(c2ccc(C3CCCCC3)cc2)NC(=O)N1CCCCCC(=O)O (configuration not stated),-3.2%
C#CCN(CC=C)C(=O)CCc1nnc(COc2ccccc2)o1,5.9%
CCOC(=O)CS(=O)(=O)CC(=O)Nc1ccc([N+](=O)[O-])cc1OC,17.3%
O=c1cc2c(=O)oc3cc(O)c(O)oc3c2c(O)c1O,-9.6%[57.5 µM]
O=C(NCCc1ccccc1)C(=Cc1ccc(C(=O)O)cc1)C(=O)NCCc1ccccc1,-7.3%
O=C1CC(C2CCCO2)C(=O)N1c1ccccc1 (configuration not stated),4.1%
O=C1CCCN1c1cccc(Br)c1,-13.2%
COc1cccc(F)c1C(=O)NC(=O)Nc1ccc2nc(C)oc2c1,1.3%[57.5 µM]
FC(F)(F)c1cnc(-c2cnc(-c3ccncc3)nc2)c(Cl)c1,2.3%
Cc1ccc(NC(=O)CNc2ccc(N3CCOCC3)cc2)cc1S(=O)(=O)N(C)C,-2.0%
CCCCC(CC)CNC(=O)CCCCn1c(=O)[nH]c2ccsc2c1=O (configuration not stated),-0.3%
COc1cc(OC)cc(C(=O)Nc2cccc(-c3ccc4nncn4n3)c2)c1,-3.2%
CCCCc1nc2sc3c(c2c(=O)n1NC(=O)c1ccco1)CC(C)(C)OC3,?
COC(=O)c1cn(NC(=O)Cc2ccccc2OC)c(=O)c2ccccc12,17.1%
CC(=O)NCC(=O)OCC(=O)c1ccc(Br)cc1,0.0%
Cc1occc1-c1nnc(SCCNCCO)o1,2.9%
COC(=O)/C(=C/c1ccco1)NC(=O)c1ccc(Br)o1,1.2%
O=C(O)c1c2c(nc3ccccc13)/C(=C/c1ccc(O)cc1)CC2,1.2%
NC(=O)Cc1ccc(C(=O)c2ccccc2F)s1,-3.4%
O=C(COc1ccccc1[N+](=O)[O-])NC1CC1,-8.0%
Cc1ccc(/C=C2/N=C(c3ccccc3)NNC2=O)cc1,-0.1%[57.5 µM]
CCC(=O)Nc1cc(C(=O)OCC(=O)c2ccccc2)ccc1C,-6.1%
O=C(c1ccc(OCC2CCCO2)cc1)N1CCc2ccccc2C1 (configuration not stated),-0.2%
CCOC(=O)c1nn(-c2cccc(OC)c2)c2nc(Nc3ccccc3)cc(=O)n12,-1.1%
O=c1c(-c2ccc([N+](=O)[O-])cc2)coc2c(O)c(O)ccc12,-1.0%[57.5 µM]
COc1cc(/C=N/n2cnn(Cc3ccccc3Cl)c2=S)cc(OC)c1OC,1.1%
CCOC(=O)CCc1c(C)n[nH]c1C,8.0%[57.5 µM]
CC(C)C(=O)NNC(=O)c1csc(-c2cccs2)n1,-0.7%[57.5 µM]
CC(=O)Nc1ccc(NC(=O)Cn2cnc3c(nnn3Cc3ccc(F)cc3)c2=O)cc1,8.2%

# In another format: results already given.
O=c1c(-c2ccc([N+](=O)[O-])cc2)coc2c(O)c(O)ccc12
  ERK EGF block = -1.0%[57.5 µM]

COc1cc(/C=N/n2cnn(Cc3ccccc3Cl)c2=S)cc(OC)c1OC
  ERK EGF block = 1.1%

# (more compounds)
SMILES,ERK EGF block
OC(CNCc1cccc(Cl)c1)c1ccccc1 (configuration not stated),-11.6%
O=C(/C=C/c1cccs1)N1CCC2(CC1)Oc1ccc(F)cc1C(=O)C21CC(c2ccccc2)=NO1 (configuration not stated),-10.0%[57.5 µM]
CCOc1nc(C)ccc1-c1noc(-c2ccncc2)n1,1.8%
CCCC(CCC)=NNc1ccc(S(=O)(=O)Nc2ccccc2OC)cc1[N+](=O)[O-],14.1µM*
CCN(CCn1cccn1)Cc1cn[nH]c1-c1cccc2ccccc12,1.5%[57.5 µM]
O=C(Nc1ccccc1)C1CCCCC1,17.7%
Nc1n[nH]c2cc(=O)n(-c3ccc(Cl)cc3)nc12,-2.2%
CC(C)(C)c1ccc(C(=O)c2c[nH]c(C(=O)NCCc3ccccn3)c2)cc1,-4.3%
CCCCn1cnc2cc(C)c(C)cc21,3.2%
OC(CNCC#Cc1ccccc1)c1ccccc1 (configuration not stated),-7.7%
COc1ccc(C(=O)NC=C2C(=O)OC(C)(C)OC2=O)cc1,-8.4%
COc1ccc(NC(=O)c2c3c(nc4ccccc24)CCN(Cc2ccccc2)C3)c(OC)c1,-0.4%
CC(C)NC(=S)NN=C1CCCCCCCCCCC1,-0.4%
Cc1nonc1CN(C)C(=O)CC1C(=O)NCCN1Cc1cccc(C(F)(F)F)c1 (configuration not stated),6.5%
Brc1ccc(/C=N/c2nc3ccccc3n2CCN2CCOCC2)cc1,-3.1%
O=C(Nc1ccc(Cl)cc1)Nc1nnc(CSc2ccc(Cl)cc2)s1,9.4%
O=C(c1ccc(F)cc1)N(C(=O)c1ccc(F)cc1)c1ncccn1,-5.7%
N#CCC(=O)NC(=O)NCC1CC1,2.3%&-3.7%
Cn1c(=O)cc(OCC(=O)NCc2cccs2)c2ccccc21,-2.4%
CC(O)CNCc1cccc2ccccc12 (configuration not stated),3.1%
COc1ccc(C)cc1NC(=O)COC(=O)C1CCN(C(=O)c2ccc(Cl)cc2)CC1,-57.9%
Cc1ccc(NC(=O)Nc2ccc(F)cc2F)c(OC(F)F)c1,-7.7%
COC(=O)CCC(=O)Nc1cccc(Cl)c1,-3.7%
O=C(NNC1=Nc2cccc3cccc1c23)c1ccc(Br)cc1,5.2%
O=C(NC1CC1)c1ccc(C2SCC(=O)N2Cc2ccccc2)cc1 (configuration not stated),-8.8%
CCCNC(=O)CSc1nccn1Cc1ccco1,-8.1%
Cc1nn(CC2CC2)c(=O)n1N(C)c1ncc(C(F)(F)F)cc1Cl,-9.2%
CCN(CC)S(=O)(=O)c1cccc(NC(=O)/C=C/c2ccc([N+](=O)[O-])cc2)c1,-4.1%
Cc1ccc(C(=O)NCCc2nnc3ccc(SCC(=O)Nc4ccccc4C)nn23)cc1,-4.3%
Cc1cn(C2OC[C@@H](O)[C@@H]2CO)c(=O)[nH]c1=O (some centres not stated),0.4%
CCn1c(/C=N/Nc2ccc(C(=O)O)cc2)nc2ccccc21,1.8%
N#C/C(=C/c1ccc(CNS(=O)(=O)c2ccccc2)o1)C(N)=O,7.8%
O=C(CCN1CCCCC1)N/N=C/c1c[nH]c2ccccc12,9.0%[57.5 µM]
Oc1ccccc1-c1cc(C(F)(F)F)nc(-c2ccccc2)n1,-5.1%
CC(C)N1CCN(Cc2ccc3c(c2)Cc2ccccc2-3)CC1CCO (configuration not stated),2.8%
Cc1ccc(/C=N/Nc2cn[nH]c(=O)n2)o1,-0.4%
Cc1nn2c(COc3ccc(NC(=O)c4ccccc4Cl)cc3)nnc2c2ccccc12,-1.4%
CCOc1ccc(S(=O)(=O)N2CCN(C(=O)c3cc4c(s3)CCCC4)CC2)cc1,-3.1%
COc1ccc2[nH]c3c(C)c4ccncc4c(C)c3c2c1,7.3%[57.5 µM]
COc1cc(C(=O)N(c2ccc(C)c(C)c2)C2C=CS(=O)(=O)C2)cc(OC)c1OC (configuration not stated),-9.4%
CSCCC(NC(=O)/C(=C/c1ccc2c(c1)OCO2)NC(=O)c1cccc([N+](=O)[O-])c1)C(=O)O (configuration not stated),0.4%[57.5 µM]
COc1ccc(NC(=O)CN(C)CC(=O)Nc2cccc(F)c2)cc1Cl,-9.5%
O=C(COC(=O)Cc1ccc(Cl)cc1)Nc1ccc(OC(F)F)cc1,-1.9%
COc1cc(/C=C(\C#N)c2nc3ccccc3n2C)cc(OC)c1O,-3.5%
O=C(CNS(=O)(=O)N1CCOCC1)N/N=C/c1cccnc1,5.4%
COc1cccc(Cn2cccc(NC(=O)Nc3ccccc3C)c2=O)c1,1.1%
CC(C)n1c(O)c(N=NC(=O)Cc2csc(N3CCOCC3)n2)c2ccccc21,3.0%
Cc1cs/c(=N\N=C\c2cccc([N+](=O)[O-])c2)n1Cc1ccco1,5.7%
C/C(=N\NC(=O)c1ccc(C)cc1C)c1ccc2c(c1)Nc1ccccc1S2,-12.2%
CCN(CC)C(=O)Cn1cnc2sc(C(=O)N3CCN(c4ccc(F)cc4)CC3)c(C)c2c1=O,-17.8%
O=C(C1CCCCC1)N1CCC(c2nc3c(nnn3Cc3c(F)cccc3Cl)c(=O)[nH]2)CC1,0.3%
CC(=O)NS(=O)(=O)c1ccc(NC(=O)CSc2ccc(Cl)cc2)cc1,3.9%
Cc1cccc(C)c1NC(=S)NCCCN1CCCC1=O,4.4%
Cc1cccc(/N=C2/NC(=O)C(Cc3ccccc3)S2)n1 (configuration not stated),6.8%
O=C(Cn1cnc2ccccc21)N/N=C/c1ccccc1,2.8%
O=C(COC(=O)Cc1ccsc1)NCc1ccccc1,4.6%
CC(C)(C)CC(=O)NCCCN1CCOCC1,-4.8%
N#CCCn1cc(/C=N/NC(N)=S)c(-c2ccc(-c3ccccc3)cc2)n1,-5.6%
O=C(CNC(=S)N(Cc1ccccc1)Cc1cccnc1)N1CCOCC1,-1.1%
O=S(NCc1ccco1)C12CC3CC(CC(C3)C1)C2 (configuration not stated),1.6%

# The closing 5 compounds of the part before are carried over, then new ones follow:
SMILES,ERK EGF block
O=C(COC(=O)Cc1ccsc1)NCc1ccccc1,4.6%
CC(C)(C)CC(=O)NCCCN1CCOCC1,-4.8%
N#CCCn1cc(/C=N/NC(N)=S)c(-c2ccc(-c3ccccc3)cc2)n1,-5.6%
O=C(CNC(=S)N(Cc1ccccc1)Cc1cccnc1)N1CCOCC1,-1.1%
O=S(NCc1ccco1)C12CC3CC(CC(C3)C1)C2 (configuration not stated),1.6%
CCOC(=O)C[n+]1c(C)ccc2c1CCC2,-2.5%
CCN(C1=NS(=O)(=O)c2ccccc21)N(CC)S(=O)(=O)c1ccc(C)cc1,-5.0%
O=C1C(Cl)=C(NC2CCc3ccccc32)C(=O)c2ncccc21 (configuration not stated),?
Cc1ccc(Cl)cc1NC(=O)C(=O)N1CCCCC1,-9.8%
CCc1ccc(NC(=O)C2C3/C=C\CCCCC32)cc1 (configuration not stated),7.4%
Cn1c(=O)cc(OCC(=O)NCCCN2CCN(c3cccc(Cl)c3)CC2)c2ccccc21,-11.7%
COc1ccc(-c2csc(NC(=S)NC(=O)c3cccs3)n2)cc1OC,2.8%
O=C(O)C1CCC(Cn2c(SCc3cc(=O)n4ccccc4n3)nc3ccsc3c2=O)CC1 (configuration not stated),-2.6%
CC1=Nc2ccccc2N=C(N)C1c1ccccc1 (configuration not stated),-3.1%
O=C1CCCN1CCCNS(=O)(=O)c1ccc(Br)cc1,-4.1%
COc1cccc(NC(=O)C(Sc2nnc(Nc3ccccc3C)s2)c2ccccc2)c1 (configuration not stated),-3.3%
COc1ccc(Sc2nc(-c3ccccc3)ncc2OC)cc1,-25.4%

# Quoted from the listing:
# ERK EGF block, CCc1ccc(NC(=O)C2C3/C=C\CCCCC32)cc1 (configuration not stated) stands at 7.4%
# ERK EGF block, O=C1CCCN1CCCNS(=O)(=O)c1ccc(Br)cc1 stands at -4.1%
# ERK EGF block, COc1cccc(NC(=O)C(Sc2nnc(Nc3ccccc3C)s2)c2ccccc2)c1 (configuration not stated) stands at -3.3%
# ERK EGF block, CCOC(=O)C[n+]1c(C)ccc2c1CCC2 stands at -2.5%

# Following part.
SMILES,ERK EGF block
CC(=O)c1ccc(N2CCN(C(=O)CCC(=O)c3cccs3)CC2)cc1,-5.5%
Cc1ccc(/C=C/C(=O)OC(C)C(=O)Nc2ncc(Cl)cc2Cl)o1 (configuration not stated),3.7%
CC(C)c1ccc(NC(=O)C(=O)c2cn(CC(=O)N3CCCCC3)c3ccccc23)cc1,-7.0%
Cc1c(C(=O)NC2CCCCC2)sc2nc3ccc(N)cc3n12,-6.4%
O=C(O)CN1CCc2ccccc2C1,1.9%
CC(C)(C)CC(C)(C)N1CNC(=S)NC1,-1.5%[57.5 µM]
O=C(CCCC(=O)NNC(=O)Nc1ccccc1)NNC(=O)Nc1ccccc1,2.1%
O=C(CC(C(=O)NCc1ccccc1)c1nc2ccccc2c(=O)[nH]1)NCc1ccccc1 (configuration not stated),4.4%[57.5 µM]
O=C(N/N=C/C(Cl)=C/c1ccccc1)c1ccco1,4.8%
NC(=O)c1ccc(NC(=O)COC(=O)C2(c3ccccc3F)CCCC2)cc1,-8.3%

# These rows are one share of the data; rates above refer to the full screens.
